Pf Dd2 growth = Plasmodium falciparum Dd2 growth inhibition; P. falciparum Dd2 growth, SYBR Green, 72 h; Potency, µM (highest dose often 28.9 µM), inactives show at the highest dose activity, negative = inhibition, most hits filed as inhibitors; 120,000 tested, 4.3% active; AID 1347417; active means well fitted inhibition curve with a large enough effect; inconclusive means small, poorly fitted or top-dose-only effect; inactive means no such curve, though single readings can be large or run the other way;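 further: plate controls were DMSO vehicle for no effect and reference drug for full effect; nearly all actives have a fitted effect of over 65% in size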
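Infected erythrocytes (Dd2, 0.3% parasitemia, 2.5% hematocrit final) are added to compound in RPMI-1640/Albumax II medium, grown 72 h at 37C in low oxygen, then lysed with saponin/Triton-X containing SYBR Green and read by fluorescence.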
Active calls of the source: *; i = inactive; u = inconclusive; [ ] = remark or other dose. Potency means the concentration at half of the fitted maximal effect. A portion of the library. The share of hits here may be higher or lower than overall.

The opening 3 entries, ahead of the listing:
SMILES	Pf Dd2 growth
O=[S+]1([O-])NC2(CCN(Cc3ccc(C(F)(F)F)cc3)C2)CNc2ccccc21 (stereo not drawn)	i
CC(C)CC1=NS(=O)(=O)c2cc(NC(=O)C3CC3)ccc2N1c1ccccc1	2µM*
CCOc1ccc(CCNC(=O)c2oc(=O)c3ccccc3c2-c2ccc(C)cc2)cc1OCC	4.1%

The list itself, previewed entries included:
SMILES	Pf Dd2 growth
O=[S+]1([O-])NC2(CCN(Cc3ccc(C(F)(F)F)cc3)C2)CNc2ccccc21 (stereo not drawn)	i
CC(C)CC1=NS(=O)(=O)c2cc(NC(=O)C3CC3)ccc2N1c1ccccc1	2µM*
CCOc1ccc(CCNC(=O)c2oc(=O)c3ccccc3c2-c2ccc(C)cc2)cc1OCC	4.1%
COc1ccc(-c2nc3cc(C(C)C)ccc3o2)cc1NC(=O)c1ccccc1[N+](=O)[O-]	u
COC(=O)[C@H](CC1CCCCC1)NC(=O)[C@@H]1CN(C(=O)c2cccnc2)CCN1S(C)(=O)=O	-7.3%
O=C(NCc1ccccc1F)c1ccc2c(c1)CNCCO2	-15.3%
Cc1n[nH]c(C)c1CNC(=O)CCC[C@H]1NC[C@@H]2C[C@H]1CN(Cc1ccccc1)C2	u
Cc1cccc(NC(=O)Cn2nnc(C(=O)Nc3ccc(F)c(Cl)c3)c2N)c1	31.1%[activator]
Cc1nn(C)c2c1c(C(F)(F)F)cc(=O)n2CC(=O)NCCC(C)C	i
O=C(c1ccc(CSc2nc3ccncc3n2Cc2ccc(F)cc2)cc1)N1CCCCCC1	u
Cc1ccc2c(c1)C(C[C@H]1CN(C(=O)CC(C)(C)C)CC[C@H]1CC(=O)O)=NCC2	-19.9%[44.1 µM]
Cn1c(CCNC(=O)Cn2nc3c(cc2=O)CCCCC3)nc2ccccc21	-4.3%
Cc1nc(C)c(C(=O)N2CCOCC2CC(=O)NCc2cccnc2)s1 (stereo not drawn)	i
CCc1ccc(C(=O)c2cnc3ccc(C)cc3c2S(=O)(=O)c2ccc(OC)cc2)cc1	11.2µM*
O=C(C1CC1)N1CCCCCC1c1nnc(-c2ccccc2)o1 (stereo not drawn)	u

Shown field by field: part of the list above.
Cc1cccc(NC(=O)Cn2nnc(C(=O)Nc3ccc(F)c(Cl)c3)c2N)c1
  Pf Dd2 growth: 31.1%[activator]
Cc1nn(C)c2c1c(C(F)(F)F)cc(=O)n2CC(=O)NCCC(C)C
  Pf Dd2 growth: i
O=C(c1ccc(CSc2nc3ccncc3n2Cc2ccc(F)cc2)cc1)N1CCCCCC1
  Pf Dd2 growth: u
Cc1ccc2c(c1)C(C[C@H]1CN(C(=O)CC(C)(C)C)CC[C@H]1CC(=O)O)=NCC2
  Pf Dd2 growth: -19.9%[44.1 µM]

Remaining list, next part:
SMILES	Pf Dd2 growth
CCOCCc1nn2c(=O)cc(COC(=O)c3ccccc3NC(=O)c3ccc(C)cc3)nc2s1	u
CCc1nnsc1C(=O)N1CCCC(c2nccn2Cc2cccnc2)C1 (stereo not drawn)	-1.5%
COCCn1c(=O)c2c(n1Cc1ccccc1)CN(C(=O)c1ccc(Oc3ccccc3)cc1)CC2	u
Cc1ccccc1C(=O)Nc1nc(-c2ccc(Br)cc2)ns1	-13.8%
O=C(Nc1cccc(-c2nnc3n2CCCC3)c1)c1cc(F)cc(F)c1	u
CCN(CC)C(=O)C(NC(=O)c1ccc(OC)cc1)C1CCN(C(C)=O)CC1 (stereo not drawn)	11.2%
CCOC(=O)c1cc(OC(=O)c2ccccc2F)n(-c2ccccc2)n1	-3.5%
Cc1ccc(C)c(-c2cc3c(=O)n(CCNC(=O)c4ccccc4F)ccn3n2)c1	-5.6%
O=C(Nc1ccc([C@H]2OCC(=O)N(Cc3ccc(F)cc3)[C@@H]2CO)cc1)c1cccc(F)c1	i
COc1ccc(-c2nccc3c(=O)cc(N(C)C)oc23)cn1	14.5%[44.1 µM]
Cc1cc(C[C@@H]2COC[C@@H]2NC(=O)c2ccc(S(N)(=O)=O)cc2)on1	-1.6%
CC1=C(C(=O)Nc2ccc(Cl)cc2)C(c2cccs2)n2nc(SCc3cccc(C)c3)nc2N1 (stereo not drawn)	-13.4%
CCOC(=O)c1c(C)[nH]c(C)c1S(=O)(=O)N1CCC(C(=O)Nc2ccc(OC)c(OC)c2)CC1	i
CCCS(=O)(=O)NC[C@H]1C[C@@H]2CCN1C[C@@H]2CC	u
COc1ccc(OCc2nc(C3CN(C(=O)c4ccc5nc[nH]c5c4)C3)no2)cc1	-15.1%
CN1CCC(O)(c2csc(CN3CC[C@@H](O)C3)n2)CC1	31.4%[activator][44.1 µM]
CO[C@H]1C(=O)N(C2CCN(C(=O)Cc3c[nH]c4ccccc34)CC2)[C@H]1c1ccncc1	11.2%
CCOC(=O)Cn1c(=O)oc2cc(S(=O)(=O)N3CCN(c4ccccc4F)CC3)ccc21	u
OCc1ccc(CN2C[C@H](O)C[C@H]2c2nc(Cc3ccc(F)cc3Cl)no2)o1	-4.0%[44.1 µM]
Cc1cc(C)cc(NC(=O)N2[C@@H]3CC[C@H]2CC(NC(=O)c2ccc(F)cc2)C3)c1 (stereo partly drawn)	-23.6%
O=C(NCCC1CCN(C(=O)Nc2cc(F)cc(F)c2)CC1)c1ccccn1	i
CCOc1ccc(NC(=O)CN2C(=O)C(c3ccccc3)=NC23CCCCCC3)cc1	66.9%
CC(C)=CCC1(CO)CCCN(C(=O)c2cccc(CO)n2)C1 (stereo not drawn)	1.1%
CCCCOc1cccc(C(=O)N(Cc2ccc(Cl)cc2)C2CCS(=O)(=O)C2)c1 (stereo not drawn)	-27.7%
CN1C[C@H](O)C[C@H]1c1nnc2n1CCN(Cc1ccc3c(c1)CCO3)C2	-6.3%
COCCNC(=O)c1nc2c(o1)CCN(Cc1ccc(F)c(Cl)c1)CC2	-30.1%[44.1 µM]
CCn1cc(S(=O)(=O)c2cccc(Cl)c2)c(=O)c2cc(F)c(N3CCC(C)CC3)cc21	i
O=C(C[C@H]1NC(=O)c2ccccc2NC1=O)NCCc1nc(-c2ccccc2)cs1	-25.0%
O=c1[nH]c(C2CCN(Cc3ccsc3)CC2)nn1Cc1ccccc1	-4.4%
CCN(CC)C(=O)c1c(-c2ccc(F)cc2)noc1[C@H](C)O	6.1%[44.1 µM]
N#Cc1ccc(C(=O)NC2CCCN(c3cc(-c4ccc(Cl)cc4)[nH]n3)C2)cc1 (stereo not drawn)	i
C=CCNC(=O)CCc1c(C)nn(-c2ccc(F)cc2)c1Oc1ccccc1OC	i
Cc1c(C(=O)OC2CCCCC2)[nH]c2c1C(=O)CC(c1ccc(C(C)(C)C)cc1)C2 (stereo not drawn)	u
CCCN1CCN(c2cc3c(cc2F)c(=O)c(S(=O)(=O)c2ccc(Cl)cc2)cn3C)CC1	10µM*
COCCNC(=O)CCCN1C(=O)COc2ccc(C(=O)COc3ccc(C)cc3C)cc21	u
Cc1cc(Br)ccc1NC(=O)CCS(=O)(=O)c1cccc2nonc12	-29.0%
Cc1ccc(Cn2cc(S(=O)(=O)c3ccc(C)cc3)c(=O)c3cc(F)c(N4CCCC4)cc32)cc1	u
CSc1ccc(/C=C/c2nc3ccccc3n2S(=O)(=O)c2ccc(Br)cc2)cc1	u
Cc1ccccc1-n1c(/C=C/c2ccccc2F)nc2ccccc2c1=O	10µM*
CCOc1ccccc1C(=O)N1CCC(Cc2nc(-c3ccc(OC)cc3)no2)CC1	-21.0%
COc1ccccc1N1CCN(c2ccc(=O)n(CC(=O)NCc3ccc(OC(C)C)cc3)n2)CC1	-22.1%
Cc1cnc(C2CC2)n1CCNC(=O)C1CCN1C1CCCCC1 (stereo not drawn)	-0.9%
O=C(C1CCCN(c2nc(-c3ccccc3)nc3c2CCC3)C1)N1CCCNCC1 (stereo not drawn)	u
CN(C)c1cccc(C(=O)N2CCN(C(=O)c3nnn4c3COC(c3ccccc3)C4)CC2)c1 (stereo not drawn)	u
O=C(NC1CCN(c2cc(-c3ccc(F)cc3)[nH]n2)CC1)c1ccncc1	-20.5%
CCN1CCN(c2ncc3c(n2)CCN(Cc2ccc(C)s2)C3)CC1	-9.0%
CCN1C(=O)C2(CCN(S(=O)(=O)c3ccc(OC)cc3)CC2)c2ccccc21	62.1%[activator]
CN(Cc1ccc(F)cc1)C(=O)c1cn(Cc2ccccc2C(F)(F)F)nn1	-20.0%
Cc1csc(S(=O)(=O)N2CCOC(CCc3ccccc3)C2)c1 (stereo not drawn)	-22.3%
Cc1cccn2c(=O)cc(CSc3nnc(NC(=O)COc4ccc(F)cc4)s3)nc12	13.9%
O=c1c2nc(-c3ccccc3)ccc2ncn1Cc1ccccc1	u
O=C(NCc1ccc(Cl)cc1)c1ccc(CN2C(=O)NC3(CCOCC3)C2=O)cc1	i
CCCN(CC1CCOC1)C(=O)NC (stereo not drawn)	42.5%[activator][5.79 µM]
COCc1cn([C@H]2CO[C@H]3[C@@H]2OC[C@@H]3NC(=O)c2ccc(N(C)C)cc2)nn1	-4.8%[44.1 µM]
COC(=O)c1c(SC)nc2ccccc2c1OCc1ccc(C)cc1	19.6%
COCCn1cnnc1CNc1cc(-c2ccncc2)nc2ccnn12	-9.2%
COc1ccc(CN2CC3(CCN(S(=O)(=O)c4cn(C)cn4)CC3)C2=O)cc1	-12.5%
Cc1cccc(NC(=O)CSc2nc3ccc(NC(=O)COc4ccccc4F)cc3s2)c1	i
COC(=O)[C@H](Cc1ccc(OC)cc1)NC(=O)[C@H]1CN(C(=O)c2cccnc2)CCN1C(=O)NC1CCCCC1	0.0%
CC(C)c1cccc(C(C)C)c1NC(=O)N1CCc2c(c3cc(F)ccc3n2C)C1	-14.1%

(further entries)
SMILES	Pf Dd2 growth
Cc1cc(NC(=O)c2ccc3c(c2)N(C)C2CCCCN2C3=O)ccc1F (stereo not drawn)	-8.2%
Nc1nc(NCc2ccc(N3CCCC3=O)cc2)cc(C2CC(O)C2)n1 (stereo not drawn)	-10.4%
O=C(N1CCc2c(nc[nH]c2=O)C1)C1(S(=O)(=O)c2ccccc2)CC1	0.4%
Cc1cccc(N(C)c2ccc3cc(S(=O)(=O)N4CCCC4)ccc3n2)c1	2.1%
Fc1ccc(OCc2nc(-c3nnn4c3COC(c3ccccc3Cl)C4)no2)cc1 (stereo not drawn)	-6.0%
Cc1ccc(NC(=O)CN2Cc3ccccc3C2=O)c(C)c1	10.6%
COc1cccc(C(=O)N2CCC3(CC2)CC(O)CCO3)c1OC (stereo not drawn)	-12.2%
O=[S+]([O-])(c1cccc(C(F)(F)F)c1)N1CC(CNc2cccnc2)C2(CN(c3ccccc3)C2)C1 (stereo not drawn)	u
CCc1ccc(NC(=O)CN(c2cc(C)cc(C)c2)S(=O)(=O)c2c(C)[nH]c(=O)[nH]c2=O)cc1	13.5%
COc1ccc(C(=O)NC2CCCN(c3cc(-c4ccc(Cl)cc4)[nH]n3)C2)cc1 (stereo not drawn)	u
COCCC(=O)NCCC1CCN(C(=O)Nc2cc(F)cc(F)c2)CC1	-7.2%
Cc1ccc(-c2ccc3nnc(CNC(=O)Cc4cccc(C)c4)n3n2)cc1	13.7%
O=C(NCCn1cc(SCc2ccc(C(F)(F)F)cc2)c2ccccc21)c1ccccc1F	u
O=C(NCc1ccc2c(c1)OCO2)c1ccc2c(c1)N(Cc1ccccc1)C(=O)c1ccccc1S2=O (stereo not drawn)	29.7%
CCc1nncn1C1CCN(S(=O)(=O)c2ccc(C)c(C)c2)CC1	i
COCCN1C(=O)[C@H]2CN(Cc3cc(F)c(F)cc3F)C[C@H]2C1=O	8.1%
O=C1CCC2(CCCN(c3ncc(Cl)cc3F)C2)CN1Cc1cccnc1 (stereo not drawn)	-14.2%
O=c1[nH]c2ccc(NCc3ccccc3F)cc2[nH]1	33.3%[activator]
Cc1cn2nc(C(=O)NCc3ccccn3)cc2c(=O)[nH]1	u
CN(C)c1nccnc1OC1CCN(C(=O)c2ccn[nH]2)C1 (stereo not drawn)	-12.2%
COc1cc(Cl)c(C)cc1NC(=O)c1ccc2c(Cl)c3c(nc2c1)CCC3	15.9%
Cn1c(CO[C@H]2CN(Cc3ccc(C#N)cc3)C[C@H]2F)nc2ccccc21	i
CCN1CCN(C(=O)Cn2c(C)ccc(NC(=O)Nc3ccc(C)cc3)c2=O)CC1	-19.3%
O=C(Nc1ccc(F)cc1)c1cc(-c2ccc[nH]2)n[nH]1	i
Cc1ccc(C)c(-c2[nH]ncc2CN2CCCn3nc(CO)cc3C2)c1	-3.6%
COCC(=O)NC1CCC12CCN(S(=O)(=O)c1cn(C)cn1)CC2 (stereo not drawn)	-24.8%
CNC(=O)N1CCC(Cc2nncn2C(C)C)C1 (stereo not drawn)	u
CCOc1ccc(CCNC(=O)c2cccc(Nc3nc4ccccc4nc3-n3nc(C)cc3C)c2)cc1OCC	-4.1%
Cc1noc(-c2ccco2)c1C(=O)NCc1cccc2ccccc12	u
O=C1CC(c2ccccc2)NCCCCCCN1 (stereo not drawn)	i
COc1cc(-c2ccnc(-c3nnc(C)n3Cc3ccncc3)c2)ccn1	-16.7%[44.1 µM]
Cc1nn(Cc2ccccc2)c(C)c1[C@@H]1C=C[C@@H](NC(=O)CSCC(=O)O)C1	i
N[C@@H](CO)c1nc(C2CCOCC2)nn1-c1ccccc1F	3.0%
Cn1nnnc1C1CCCN(C(=O)Nc2ccccc2)C1 (stereo not drawn)	39.3%
Cc1ccc(NC(=O)c2c(C)oc3ccc(O)c(CN4CCCCCC4)c23)c(C)c1	1.12µM*
COc1ccc(Cn2nnc(C(=O)Nc3cc(OC)ccc3OC)c2N)cc1	i
Cc1ccc2c(c1)nc1n2[C@@H](CN(Cc2ccc(C(=O)O)cc2)Cc2ccc(C(=O)O)cc2)COC1	-11.7%
O=C(CSc1nc(=O)n(Cc2ccncc2)c2c1CCC2)Nc1cccc(F)c1	-0.7%
Cc1ccc(C)c(OCc2cc(C(=O)N3CCC(N4CCSCC4)CC3)no2)c1	-7.2%
Cc1ccc(C(=O)N2CCCC(n3cc(-c4nc(C5CC5)no4)nn3)C2)cc1F (stereo not drawn)	u
